HCMV inh: blocks human cytomegalovirus replication; actives 4.5% (n = 410,000); activity change, negative = inhibition, % at 57.5 µM; HFF cells, HCMV-luciferase reporter, 72 h; stronger effect = lower value; in the data active = activity change below about -60%; inconclusive = no clear call, values can overlap the other calls; inactive = above about -39%
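Human foreskin fibroblasts infected with luciferase-reporter HCMV at MOI 1 PFU/cell, compounds at two doses. Luciferase measured 72 h post infection; normalized to buffer-only basal and Salinomycin (10uM) controls.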
Giardia FBPA inh: Giardia lamblia aldolase inhibition | A8B2U2 | Potency, µM (doses to about 59.6 µM), for inactives: at the top dose activity, negative = inhibition, most hits filed as inhibitors | purified Giardia FBPA | actives 0.71% (n = 290,000); note: potency is the fitted concentration of half-maximal effect; nearly all actives have a fitted effect of over 55% in size
Target sequence (A8B2U2 whole entry, looked up): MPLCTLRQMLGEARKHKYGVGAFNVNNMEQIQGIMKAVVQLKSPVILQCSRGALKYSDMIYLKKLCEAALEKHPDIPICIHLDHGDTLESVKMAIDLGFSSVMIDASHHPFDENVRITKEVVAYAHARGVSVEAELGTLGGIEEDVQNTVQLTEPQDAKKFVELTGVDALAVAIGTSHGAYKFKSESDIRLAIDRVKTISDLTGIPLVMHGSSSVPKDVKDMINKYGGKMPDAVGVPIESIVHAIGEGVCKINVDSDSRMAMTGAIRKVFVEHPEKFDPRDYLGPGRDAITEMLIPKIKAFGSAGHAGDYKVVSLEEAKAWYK
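40 nM FBPA preincubated 10 min at RT with compound (up to 57.5 uM final), then substrate plus GAPDH/TPI/NAD/arsenate coupling and diaphorase/resazurin added. Fluorescence read after 20 min at RT, 525/598 nm.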
Sm TGR block: S. mansoni TGR enzyme inhibition; Potency, µM (top dose mostly 114 µM), for inactives: top-dose activity change, negative = inhibition, most hits filed as inhibitors; purified TGR, DTNB reduction, TNB absorbance 405 nm; Q962Y6; actives 3% (n = 360,000); note: potency is the fitted concentration of half-maximal effect; nearly all actives have a fitted effect of over 60% in size
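Kinetic colorimetric format: TGR-catalysed, NADPH-driven DTNB reduction monitored via TNB absorbance. Enzyme dispensed at 20 nM; compound exposure 15 min at room temperature before reaction start.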
HCV inhibitor: blocks hepatitis C virus; Huh7.5.1 HCVcc-Cre infection, luciferase reporter, 44 h; Potency, µM (highest dose often 41.8 µM), inactives show top-dose activity change, negative = inhibition, most hits filed as inhibitors; actives 3.4% (n = 340,000); AID 651820; note: potency is the fitted concentration of half-maximal effect
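Cells seeded at 1,000/well and cultured 4 h, then compounds added followed by HCVcc-Cre virus (~0.5 moi). After 44 h further culture, luciferase substrate was added, plates held 15 min at room temperature, and luminescence read for 15 sec.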
AmpC detergent: inhibitors of E. coli AmpC beta-lactamase with detergent; AmpC hydrolysis of nitrocefin, absorbance 480 nm, 0.01% Triton; Potency, µM (series often up to 114 µM), for the others: top-dose activity change, negative = inhibition, most hits filed as inhibitors; actives 0.041% (n = 370,000);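 note: potency is the fitted concentration of half-maximal effect; 0% = no-compound wells and -100% = no-enzyme wells; nearly all actives have a fitted effect of over 25% in size; some results filed as inactive show a strong effect at the top dose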
Target sequence (P00811 whole entry, looked up): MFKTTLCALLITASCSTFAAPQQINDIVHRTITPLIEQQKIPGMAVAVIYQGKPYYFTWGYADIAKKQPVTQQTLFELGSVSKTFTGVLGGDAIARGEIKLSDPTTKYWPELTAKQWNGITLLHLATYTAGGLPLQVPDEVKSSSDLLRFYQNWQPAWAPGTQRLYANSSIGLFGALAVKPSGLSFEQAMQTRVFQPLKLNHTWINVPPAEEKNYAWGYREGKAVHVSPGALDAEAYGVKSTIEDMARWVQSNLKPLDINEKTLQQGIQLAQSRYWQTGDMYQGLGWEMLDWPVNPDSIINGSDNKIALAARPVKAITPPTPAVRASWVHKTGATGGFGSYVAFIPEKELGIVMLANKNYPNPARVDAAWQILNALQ
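AmpC (5.3 nM in the dispensed reagent) in 20 mM phosphate pH 7.0 with 0.01% (detergent screen) or 0.0001% Triton X-100 was preincubated with compounds for 15 min at room temperature. Nitrocefin was then added from an 800 uM solution, and hydrolysis was followed at 480 nm.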
AMA1 RON2 block: disrupts binding of P. falciparum AMA1 to RON2 | AlphaScreen AMA1-biotinylated RON2 peptide binding | Potency, µM (highest dose often 58.2 µM), inactives show at the highest dose activity change, negative = inhibition, usual class: inhibitors | actives 0.2% (n = 360,000) | AID 720542;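 note: potency is the fitted concentration of half-maximal effect; 0% = vehicle wells and -100% = peptide control; nearly all actives have a fitted effect of over 45% in size; some results filed as inactive show a strong effect at the top dose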
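AMA1 (3D7) with his tag at 25 nM final met compounds first, then biotinylated RON2 peptide at 25 nM; detection used donor plus acceptor beads, 10 µg/mL apiece, read by AlphaScreen after 30 min at room temperature.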
* marks the source's active call; other numbers are inactive results; ? = inconclusive; . = not tested or not shown; & = joins results of further samples; [ ] = remark or other dose. Unless noted, calls come from the whole dose curve; as a rule, active = well fitted curve in the direction sought with a large enough effect; inconclusive = small, poorly fitted or top-dose-only effect, or another doubt; inactive = no such curve, though single readings can be large; an effect the other way counts as inactive or inconclusive. Unless noted, % is set by controls: 0 for no effect and ±100 for the full control effect.

SMILES | HCMV inh | Giardia FBPA inh | Sm TGR block | HCV inhibitor | AmpC detergent | AMA1 RON2 block
CCc1ccc(/C=C2/C(=O)NC(=O)N2C(C)=O)cc1 | 41 | -4% | -22% | 12% | -7% | 4%
O=C(Nc1ccccc1N1CCCC1)c1cc(S(=O)(=O)N2CCOCC2)ccc1Cl | ? | . | 4% | -12% | 3% | 10%
CCOC(=O)c1c(NC(=S)NC(=O)c2ccc(Cn3cc(Cl)cn3)o2)sc2c1CCCCC2 | 50 | -1% | -2% | ? | -10% | 18%
CCOc1ccccc1CN1CCC(n2nccc2NC(=O)CCCc2ccccc2)CC1 | 10 | . | -2% | -30% | -9% | -4%
O=C(Oc1cccc([N+](=O)[O-])c1)c1cc(-c2ccccc2)nc2ccccc12 | 15 | . | 9% | 2% | -2% | -9%
O=C(NCCCN1CCCC1=O)c1ccc(OC(F)(F)F)cc1 | 3 | 1% | -1% | -2% | -7% | -9%
COc1ccc(-n2c(SCc3nc(-c4ccc(C)cc4)no3)nnc2-c2ccccc2)cc1 | -23 | . | 11% | . | 2% | .
Oc1c(C(Nc2cccc(C(F)(F)F)c2)c2ccncc2)ccc2cccnc12 (stereo not given) | -99* | -16% | 35µM* | 6.3µM* | 8% | -24%
O=C(c1cncc(Br)c1)N1CCN(S(=O)(=O)c2ccc(Cl)cc2)CC1 | -34 | 2% | 2% | -2% | -5% | -12%
S=C(NCc1cccnc1)NCc1cccnc1 | -5 | 1% | 5% | 20% | 0% | 10%
C/C(=N\NC(N)=O)c1ccccc1Cl | 14 | 5% | 5% | 29% | -7% | -1%
CCn1c(COc2ccc(C)cc2)nnc1SCC(=O)Nc1cc(OC)ccc1OC | 18 | -7% | -4% | ? | ? | -14%
CC(=O)NC(Cc1ccc(F)cc1)C(=O)N1CCN(C(=O)NCc2ccccc2)CC1 (stereo not given) | -14 | 1% | -18% | 3% | 2% | -1%
CC(C)[C@H](NC(=O)NC1CCCC1)C(=O)O | -14 | 1% | -3% | 4% | -12% | -5%
CCOC(=O)CSc1nc2cc3c(cc2c(=O)n1CCCC(=O)NCc1ccc2c(c1)OCO2)OCO3 | -32 | . | 1% | . | 9% | .
CSc1nc2c(c(=O)[nH]c(=O)n2C)n1Cc1ccccc1 | 106 | -3% | -3% | ? | 6% | 21%
COc1ccc(/C=N/N2CCOCC2)cc1O | -19 | -1% | 4% | 9% | -11% | -6%[11.6 µM]
Cc1ccc(-c2cc(C(=O)Nc3cc(C)ccc3C)[nH]n2)c(O)c1 | -14 | 0% | -3% | -5% | -5% | 87%[activator]
Cc1cccc(N2CCN(C(=O)CCNS(=O)(=O)c3ccc4c(c3)CCN4C(=O)C3CC3)CC2C)c1 (stereo not given) | ? | . | 5% | . | -3% | .
O=C(O)CCCCCNc1ncnc2ccc(Br)cc12 | -27 | -4% | -13% | ? | 1% | 1%
CCOC(=O)c1cnn(-c2ccccc2)c1NC(=O)c1ccccc1C | -24 | 22% | 0% | -1% | 6% | -3%
Cc1ccc(NC(=O)COc2ccc(-n3ccnc3)cc2)cc1Cl | -38 | 6% | -3% | ? | -13% | -25%
C=CCNC(=O)c1cc2c(C(F)(F)F)nn(C)c2s1 | 0 | 12% | 10% | -1% | -7% | 7%
Cc1c(C(=O)O)sc2nc(CSc3nnc(-c4ccc(F)cc4)n3C)[nH]c(=O)c12 | -8 | -5% | 3% | 26% | 4% | 15%
CC(=O)Nc1ccc(S(=O)(=O)Nc2cccc(-n3c(C)nc4ccccc4c3=O)c2)cc1 | -25 | . | -19% | -4% | -14% | 22%

(list continues)
SMILES | HCMV inh | Giardia FBPA inh | Sm TGR block | HCV inhibitor | AmpC detergent | AMA1 RON2 block
CCOC(=O)CN1C(=O)CSc2ccc(S(=O)(=O)N3CCCC3)cc21 | -13 | 4% | 5% | -7% | 2% | 0%
COc1ccc(S(=O)(=O)N(CC(=O)N2CCN(C)CC2)C2CCCCC2)cc1OC | -21 | 10% | -22% | ? | -2% | -1%
CCOc1ccc(NC(=O)CSc2nc(C)c3c(c2C#N)CCCC3)cc1 | -36 | . | 11% | -28% | -5% | 0%
Cc1ccccc1C(=O)Oc1ccc(Br)cc1C(=S)N1CCCC1 | -34 | . | -18% | -15% | -2% | 0%
CNC(=O)c1[nH]cnc1C(=O)Nc1ccccc1C | 7 | -17% | -1% | -21% | -12% | 9%
O=C(CSc1nc(O)c(Cc2ccccc2)c(=O)[nH]1)Nc1ccccc1 | 89 | 15% | 1% | -6% | 2% | -7%
Oc1ccc(Br)cc1C=Nc1cccn2cc(-c3ccccc3)nc12 | 57 | ? | -3% | 2% | 4% | -15%
COc1ccc(-n2c(SCC(=O)Nc3cc(C)on3)nc3ccc(O)cc3c2=O)cc1OC | 42 | 4% | 0% | -12%&-9% | ? | 15%
CCOC(=O)c1ccc(NC(=S)N(CCN(C)C)Cc2cccs2)cc1 | -61* | 2% | 13% | -26% | 1% | -11%
N#Cc1ccc(OCC(=O)N/N=C2\CCc3ccccc32)cc1 | 28 | -3% | -1% | 6% | -4% | 32%[activator]
CC1(C)CC(=O)C=C(Nc2ccc3c(c2)CCC3)C1 | . | 1% | -18% | -19% | -1% | -6%
COCCCNc1oc(-c2ccc(COc3ccccc3C)o2)nc1C#N | -24 | . | -8% | . | 16% | .
COc1ccc(C2(C)ON(c3ccccc3C(F)(F)F)C2=O)cc1 (stereo not given) | 45 | . | -7% | 32% | -1% | 5%
COc1ccccc1CNS(=O)(=O)c1ccc(N2CCCCS2(=O)=O)cc1 | -34 | . | 5% | . | -9% | .
Cc1ccc(NC(=O)CSc2nc3c([nH]c4ccccc43)c(=O)n2-c2ccccc2)c(C)c1 | -65* | . | -4% | . | 5% | .
CC(=O)NC1CCCc2c1cnn2-c1ccc(C(C)(C)C)cc1 (stereo not given) | -28 | 6% | -5% | 10µM* | -14% | -7%
O=C(COCc1cc(-c2ccc3c(c2)OCO3)on1)N1CCN(c2cccc(C(F)(F)F)c2)CC1 | 0&-16 | -6% | -24%&-4% | -24% | -8%&6% | -8%
CC1CC(=O)C2=C(C1)Nc1nc3ccccc3n1C2c1cccnc1 (stereo not given) | 4 | 3% | . | 3% | -8% | -8%
COc1ccc(-c2noc(CN(C(=O)c3ccc4c(c3)OCO4)C(C)C)n2)cc1 | 1 | -6% | -12% | ? | -8% | -4%
Cn1c(CCN2CCCCCC2)nc2cc(NC(=O)Nc3ccccc3)ccc21 | -34 | 7% | -11% | ? | -5% | -4%
COc1nc2ccc(C)cc2cc1-c1noc(-c2ccccc2)n1 | 7 | 3% | 8% | 18% | 3% | 12%
CC(NS(=O)(=O)OCC(Cl)(Cl)Cl)c1ccc(C(C)(C)C)cc1 (stereo not given) | 38 | 1% | 0% | ? | -12% | 99%[activator]
C(=C\c1ccccc1)/CSc1nc2ncccc2[nH]1 | 62 | -7% | -16% | -26% | -4% | 10%
Cc1ccc(-n2c(SCC(=O)Nc3ccc4c(c3)OCCO4)nc3c([nH]c4ccccc43)c2=O)cc1 | 4 | . | -23% | . | -3% | .
CC1=C(C(N)=O)C(c2ccc(Cl)cc2)n2nc(CCCO)nc2N1 (stereo not given) | ? | -2% | -17% | 10% | -3% | -5%

(list continues)
SMILES | HCMV inh | Giardia FBPA inh | Sm TGR block | HCV inhibitor | AmpC detergent | AMA1 RON2 block
COc1ccc(-c2c(C#N)c(N)nc3c2CCCCCC3)cc1OC | -33 | 2% | -7% | 10% | -12% | -1%
O=C(Cc1ccccc1)Nc1cccc([N+](=O)[O-])c1 | ? | 0% | 6% | 11% | 7% | -19%
Cc1c(C(=O)O)c(-c2ccccc2)nn1-c1ccccc1 | -15 | 0% | 13% | 2% | 3% | 1%
Cc1cc(-c2n[nH]c(=S)n2-c2ccc(F)cc2)nn1C | -21 | ? | . | 9% | -1% | 6%
COc1ccc(/C=N/Nc2ncnc3scc(-c4ccccc4)c23)cc1OC | -35 | -13% | -8% | ? | ? | 45%[activator]
CCc1ccc(NC(=O)C(=O)N/N=C(\C)CC(=O)NCCOC)cc1 | -4 | 0% | -22% | 10% | -3% | 9%
COc1ccc(C(=O)C2=NN(C(C)=O)CC2c2ccco2)cc1 (stereo not given) | 110 | -1% | ? | -2% | -1% | -3%
CS(=O)(=O)N(CC(=O)Nc1ccccc1C(=O)N1CCCC1)c1ccc2c(c1)OCO2 | 34 | 0% | 5% | 7% | 8% | -15%
O=C(Nc1ccc(C(=O)NCC2CCN(Cc3ccccc3F)CC2)cc1)C1=CSCCO1 | -16 | . | -2% | -9% | -4% | -1%
COc1ccc2nc(NC3=NCCN3)sc2c1 | 43 | -1% | -1% | 15% | -18% | -9%
COc1ccc(NC(=S)NC2CCCCC2)c(OC)c1 | -26 | -3% | -10% | -17% | ? | -18%
O=C(Cn1ncc2c1-c1ccccc1OC2)Nc1ccc(Cl)cn1 | -11 | 3% | 1% | -7% | ? | 1%
CC(=O)Nc1ccc(S(=O)(=O)Nc2nc(-c3ccc(C(C)(C)C)cc3)cs2)cc1 | 19 | 4% | -4% | 16% | -15% | -4%
CCC12CN3CCN(CC(C3)/C1=N\O)C2 | -27 | 0% | -28% | 12% | -18% | -1%

Whole records, looked up by structure. Order of screens: HCMV inh	Giardia FBPA inh	Sm TGR block	HCV inhibitor	AmpC detergent	AMA1 RON2 block
CCC12CN3CCN(CC(C3)/C1=N\O)C2 reads -27	0%	-28%	12%	-18%	-1%
CCc1ccc(NC(=O)C(=O)N/N=C(\C)CC(=O)NCCOC)cc1 reads -4	0%	-22%	10%	-3%	9%

Filtered by structure, the compounds so far with an aryl thioether with sulfur outside any ring.
SMILES | HCMV inh | Giardia FBPA inh | Sm TGR block | HCV inhibitor | AmpC detergent | AMA1 RON2 block
COc1ccc(-n2c(SCc3nc(-c4ccc(C)cc4)no3)nnc2-c2ccccc2)cc1 | -23 | . | 11% | . | 2% | .
CCn1c(COc2ccc(C)cc2)nnc1SCC(=O)Nc1cc(OC)ccc1OC | 18 | -7% | -4% | ? | ? | -14%
CCOC(=O)CSc1nc2cc3c(cc2c(=O)n1CCCC(=O)NCc1ccc2c(c1)OCO2)OCO3 | -32 | . | 1% | . | 9% | .
CSc1nc2c(c(=O)[nH]c(=O)n2C)n1Cc1ccccc1 | 106 | -3% | -3% | ? | 6% | 21%
Cc1c(C(=O)O)sc2nc(CSc3nnc(-c4ccc(F)cc4)n3C)[nH]c(=O)c12 | -8 | -5% | 3% | 26% | 4% | 15%
CCOc1ccc(NC(=O)CSc2nc(C)c3c(c2C#N)CCCC3)cc1 | -36 | . | 11% | -28% | -5% | 0%
O=C(CSc1nc(O)c(Cc2ccccc2)c(=O)[nH]1)Nc1ccccc1 | 89 | 15% | 1% | -6% | 2% | -7%
COc1ccc(-n2c(SCC(=O)Nc3cc(C)on3)nc3ccc(O)cc3c2=O)cc1OC | 42 | 4% | 0% | -12%&-9% | ? | 15%
Cc1ccc(NC(=O)CSc2nc3c([nH]c4ccccc43)c(=O)n2-c2ccccc2)c(C)c1 | -65* | . | -4% | . | 5% | .
C(=C\c1ccccc1)/CSc1nc2ncccc2[nH]1 | 62 | -7% | -16% | -26% | -4% | 10%
Cc1ccc(-n2c(SCC(=O)Nc3ccc4c(c3)OCCO4)nc3c([nH]c4ccccc43)c2=O)cc1 | 4 | . | -23% | . | -3% | .

From PubChem
